HTRA1 inh: HTRA1 serine protease inhibitors, primary screen, biochemical, fluorescence polarization, HTS. Q92743. recombinant HTRA1, FP-rhodamine activity-based probe. inhibition, % at 5.96 µM. actives 0.5% (n = 340,000); in the data active = inhibition above about 36%;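 also: 0% = enzyme with DMSO and 100% = wells lacking enzyme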
Target sequence (Q92743 whole entry, looked up): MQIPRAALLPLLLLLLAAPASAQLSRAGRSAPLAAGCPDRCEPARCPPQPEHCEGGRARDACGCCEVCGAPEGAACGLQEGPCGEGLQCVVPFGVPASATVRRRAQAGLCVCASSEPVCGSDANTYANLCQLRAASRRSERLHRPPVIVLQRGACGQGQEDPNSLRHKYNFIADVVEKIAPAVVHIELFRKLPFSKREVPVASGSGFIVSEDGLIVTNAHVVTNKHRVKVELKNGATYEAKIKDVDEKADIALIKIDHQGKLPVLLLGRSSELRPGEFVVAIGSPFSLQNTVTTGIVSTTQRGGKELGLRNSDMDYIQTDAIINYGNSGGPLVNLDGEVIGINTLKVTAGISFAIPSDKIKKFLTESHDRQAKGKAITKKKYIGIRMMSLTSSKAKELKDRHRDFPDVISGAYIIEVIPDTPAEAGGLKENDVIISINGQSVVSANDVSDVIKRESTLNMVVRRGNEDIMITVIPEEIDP
TCR-CD3 inh: inhibitors of human TCR-CD3 interaction, primary screen, biochemical, fluorescence, TAMRA-labeled TCR probe. AID 651800, 2012. T-cell receptor (TCR). actives 0.37% (n = 360,000). inhibition, % at 9.4 µM; in the data active = inhibition above about 19%;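 also: recombinant mutant TCR 2C K166C tagged with TAMRA read by polarization; 0% = receptor in buffer alone and 100% = receptor with positive control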
NR1D1 modulator: modulators of Rev-erb alpha DNA binding, primary screen, biochemical, FITC-DNA, fluorescence polarization, uHTS; Nuclear receptor subfamily 1 group D member 1 (Homo sapiens), P20393; actives 0.79% (n = 370,000); AID 1259318, 2017; activity, % at 10 µM; Rev-erbα–FITC-DNA binding, 90 min;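 active = activity above about 14%, limit read from the data; passing the limit was not always enough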;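 also: 0% = DMSO wells with 35 nM protein and 100% = DMSO wells with 750 nM protein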
MBD2 DNA inh: inhibitors of MBD2 binding to methylated DNA, primary screen, biochemical, TR-FRET, DNA-binding domain, human; Methyl-CpG-binding domain protein 2 (Homo sapiens), Q9UBB5; MBD2 binding to methylated oligonucleotide; inhibition, % at 4.4 µM; actives 0.31% (n = 370,000); in the data active = inhibition above about 13%
Target sequence (Q9UBB5 whole entry, looked up, the tested form may be a part): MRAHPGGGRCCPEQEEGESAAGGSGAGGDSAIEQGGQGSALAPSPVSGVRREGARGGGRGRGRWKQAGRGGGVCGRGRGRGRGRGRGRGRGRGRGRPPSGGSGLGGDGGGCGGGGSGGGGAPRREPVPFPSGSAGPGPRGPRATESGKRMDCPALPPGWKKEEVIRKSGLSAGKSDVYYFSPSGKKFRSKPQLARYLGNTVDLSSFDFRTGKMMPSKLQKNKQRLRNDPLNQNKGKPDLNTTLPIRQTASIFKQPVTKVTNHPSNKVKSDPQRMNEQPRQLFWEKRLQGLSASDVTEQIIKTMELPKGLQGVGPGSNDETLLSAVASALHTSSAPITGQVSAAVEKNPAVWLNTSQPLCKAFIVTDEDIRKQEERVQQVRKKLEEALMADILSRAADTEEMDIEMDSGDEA
ABHD4 inh: ABHD4 inhibitors, primary screen, biochemical, fluorescence polarization, mouse. purified mABHD4, FP-Rh probe fluorescence polarization. actives 0.54% (n = 370,000). inhibition, % at 8.92 µM;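 active = inhibition exceeding the mean over every tested compound plus 3 SD, cut at about 30% in these data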;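 also: 0% = plate median of compound wells and 100% = S159A mutant with DMSO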
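System: mouse ABHD4 enzyme, wild type / Medium: HEPES pH 7.0, NaCl, Pluronic buffer / Reagent: FP-Rh activity-based fluorescent probe / Control set: S159A mutant high control, sample median low control / Detection: fluorescence polarization with parallel and perpendicular emission, 525/598 nm / Schedule: 45 min + 60 min at 25 °C / Compound dosing: 8.92 µM, single dose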
rCAG binder: binders of r(CAG) RNA repeats, primary screen, biochemical, fluorescence; inhibition, % at 3 µM; AID 651821, 2012; r(CAG) RNA repeat, TO-PRO-1 dye displacement fluorescence; actives 1.3% (n = 370,000);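 active = inhibition above the plate cutoff, the mean of all test compounds on that plate plus 3 SD, cut at about 35% in these data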;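 also: 0% = DMSO alone and 100% = 100 µM mitoxantrone as full dye displacement; higher means more dye released from RNA so lower well fluorescence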
UHRF1 binding: UHRF1 methylated DNA binding inhibitors, primary screen, counter-screen for MBD2 inhibitor project, biochemical, TR-FRET, human UHRF1, single concentration; E3 ubiquitin-protein ligase UHRF1 (Homo sapiens), Q96T88; UHRF1 binding to methylated oligo; inhibition, % at 4.4 µM; actives 0.75% (n = 370,000); AID 687016, 2013; in the data active = inhibition above about 21%;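 also: UHRF1 SRA domain binding a hemimethylated CpG hairpin DNA probe; 0% = median of test compound wells and 100% = reference inhibitor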
PG9 binder: binders of HIV-1 gp120 antibody PG9, primary screen, biochemical, TR-FRET; HIV-1 gp120 / PG9 antibody interaction; TR-FRET gp120-PG9 antibody binding; inhibition, % at 6.7 µM; actives 0.43% (n = 360,000); in the data active = inhibition above about 8.5%
PRMT1 inh: PRMT1 methyltransferase inhibitors, primary screen, biochemical, fluorescence polarization; AID 652257, 2013; actives 1.3% (n = 370,000); Protein arginine N-methyltransferase 1 (Homo sapiens), Q99873; inhibition, % at 2.79 µM; recombinant PRMT1, activity-based probe fluorescence polarization;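 active = inhibition above about 21% made by adding two undisclosed values, limit read from the data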
LEDGF integ inh: blockers of LEDGF/p75-dependent integrase strand transfer – biochemical, TR-FRET, high throughput, primary screen | AID 743269, 2014 | inhibition, % at 3.7 µM | TR-FRET IN-LEDGF/p75 DNA integration, Eu/Cy5 | HIV-1 integrase (with human LEDGF/p75) | actives 0.64% (n = 370,000);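 active = inhibition above the screen-wide mean plus 3 SD, cut at about 13% in these data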;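 also: signal is the Cy5 over europium emission ratio at 671 and 618 nm; 0% = plate median of compound wells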
* marks the source's active call; other numbers are inactive results; . = not tested or not shown.

Screens in order: ABHD4 inh, HTRA1 inh, NR1D1 modulator, PG9 binder, UHRF1 binding, MBD2 DNA inh, PRMT1 inh, LEDGF integ inh, TCR-CD3 inh, rCAG binder
- COC(=O)c1ccccc1NC(=O)CC#N
→ 1, -2, -3, 2.2, 1, -5, 1, -1, -5, 4
- CC(=O)Nc1ccc(CN2CCN(Cc3ccc(F)c(F)c3)C(CCO)C2)cc1 (configuration not stated)
→ 2, 3, 2, -1.2, 1, -2, -1, -6, -2, -7
- CCc1nc2c(OCc3ccc(C(F)(F)F)cc3)cccn2c1N(C)C(=O)c1ccc(OC)cc1
→ -5, ., -3, -0.5, -2, -6, 2, -1, 4, 1
- CC(C)C(=O)c1c(C(C)C)nn2ccccc12
→ -1, 6, -6, 0.7, -1, -1, -3, -1, 5, 2
- COc1ccccc1NS(=O)(=O)c1cc(NC(=O)c2cccs2)ccc1N1CCCCC1
→ -70, -55, -6, -0.5, 1, 1, 0, -1, 18, 14
- Cc1ccc(C)n1-c1ccc(N(C)C)cc1
→ 32*, 38*, 8, -13, -2, -2, 19, 11, 6, 7
- CCOc1ccc2nc(N/C(N)=N/C(=S)Nc3ccc(OC)cc3)nc(C)c2c1
→ 0, -7, 7, -1.2, 6, -2, -6, 0, 0, 21
- COc1ccc(CCn2nnc3ccccc3c2=O)cc1OC
→ -3, -2, 5, -0.9, 3, 1, 2, 2, -5, -1
- CCC(=O)Nc1ccc(NC(=S)NC(=O)Cc2ccccc2)cc1
→ 7, -16, 6, -1.6, 0, 3, -1, 3, 1, 1
- Cc1ccc(C(=O)NC(=S)N2CCCC2)cc1
→ -1, 6, 3, -0.2, 4, 4, 2, -4, -5, -2
- COc1ccc(OC)c(N(CC(=O)Nc2cccnc2)S(C)(=O)=O)c1
→ -2, 2, 6, -0.8, 2, -2, 0, 3, 11, -3
- CSc1ccc(NC(N)=S)cc1
→ -4, -2, -4, -1.6, -1, -3, 2, 5, -1, 0
- CCN(CC)CCNC(=S)Nc1ccc2nc(N3CCN(C)CC3)cc(C)c2c1
→ 0, 11, 2, -1.6, 4, 3, -2, -4, -3, -6
- O=C(c1ccc(F)cc1F)N1CCCC(c2nc(-c3ccc(F)cc3)no2)C1 (configuration not stated)
→ -3, -2, -2, 0.1, -1, -8, -2, 1, 5, -6
- COc1ccccc1N1CCN(C(=O)c2ccoc2C)CC1
→ -2, -5, -4, -1.8, 0, -3, -2, 1, -1, 1
- CC(=O)CC(=O)Nc1ncc(C(F)(F)F)cc1Cl
→ -5, 5, -2, -0.3, 0, -5, -7, 2, 8, -1
- COc1ccc(S(=O)(=O)N(CC(=O)NCc2cccnc2)c2ccc(C)cc2)cc1OC
→ -6, -2, 5, 1.3, 0, -4, 10, 0, -3, -3
- COC(=O)Cc1cc(OC)c(OC)cc1S(=O)(=O)N(C)C
→ 1, 6, 10, -0.2, 2, 1, 2, 0, -1, 3
- CC(C)(C)c1cc[n+](-c2[nH]c(=O)sc2/C=N/N=C(\[O-])c2cccnc2)cc1
→ -1, 1, -2, -3.8, -4, -5, 1, -2, 8, 1
- O=C(NCC1CCCN1S(=O)(=O)c1cccs1)C(=O)Nc1ccccc1Cl (configuration not stated)
→ -4, -4, 1, 0.2, 3, 4, 3, -6, -10, 5
- COc1ccc(/C(C)=N/NC(=O)CNC(=O)/C=C\c2ccccc2)c(OC)c1
→ 7, 2, 5, 1.0, 0, -1, 4, 1, 3, 1
- COc1ccc(C(=O)Cn2nnc(-c3ccccc3NC(=O)C(F)(F)F)n2)cc1
→ 4, 0, 6, -1.0, -2, 1, -2, -2, 2, 2
- NCCCn1c(C(=O)c2cc(Cl)c(N)c(Cl)c2)c2ccc([N+](=O)[O-])cc2[n+]1[O-]
→ 12, 18, 4, -1.8, 0, -2, 5, -3, -6, 27
- Cn1cc(S(=O)(=O)NC(c2ccccc2)c2ccccc2)c(=O)n(C)c1=O
→ 2, 3, 0, 2.0, 2, -2, 8, -18, -15, -8
- CC1=NN(c2ccccc2C)C(=O)C1
→ 0, -2, 1, -2.2, 5, -9, 2, 9, 8, 4
- O=C(c1ccc2ccccc2n1)N1CCN(c2ccccc2Cl)CC1
→ 0, -7, -4, -0.4, -1, -2, -1, 4, 7, -4
- CCOCCn1c(CN(C)Cc2ccccc2)nc2c1c(=O)n(C)c(=O)n2C
→ 4, -3, 2, -0.2, 2, -4, 1, 4, 3, -1
- O=C(c1snnc1-c1ccccc1)N1CCOCC1
→ 0, 1, 1, 1.5, 0, -5, 2, 0, 1, -1
- COc1ccc(/C(C)=N/N2CCOCC2)c(O)c1
→ -3, 2, -3, -1.4, 4, -5, -1, 2, -3, 2
- N=c1c2ccccc2nc2n1CCCCC2
→ 4, 4, 3, 0.5, 0, -2, -2, 3, 4, 2
- O=C(NCCCN1CCOCC1)c1cc2c(s1)-c1ccccc1OC2
→ 9, -2, -8, 0.6, 0, 0, 3, -4, -6, -3
- COc1ccc(C(=O)OCC(=O)NC2CC2)cc1
→ -5, 6, -9, 1.1, 0, 2, 5, 1, 3, 2
- O=C(C[C@@H]1C/C=C\C[C@@H](Cc2ccc(F)cc2)C(=O)OC[C@@H]2CCCN2C1=O)N[C@H](CO)Cc1ccccc1
→ 4, -8, -3, 0.4, 9, 8, 1, 0, 1, -5
- O=C(COC(=O)c1ccc(Cl)cc1[N+](=O)[O-])NCc1ccco1
→ 3, 0, -6, 0.5, 1, -2, 2, -2, -4, 6
- COc1cc2c(cc1NC(=S)NC(=O)/C=C/c1ccc(OC)c(OC)c1)oc1ccccc12
→ -4, -11, -8, -3.0, 1, -4, 1, 0, -4, 7
- COc1ccc(-c2nc(NC(=O)C3CC(=O)N(c4ccc5c(c4)OCCO5)C3)sc2C)cc1 (configuration not stated)
→ -20, -25, 3, -0.1, 11, 10, 4, -3, -6, 8
- CCn1ccc(C(=O)Nc2ccc(S(=O)(=O)Nc3ccccc3OC)cc2)n1
→ -2, ., -2, 0.7, -2, 0, 0, -2, -11, 5
- COc1ccc(N(CC(=O)Nc2cccc(F)c2)S(=O)(=O)c2c(C)[nH]c(=O)[nH]c2=O)cc1
→ 4, 4, -1, -0.3, 3, -1, 0, -3, -6, 13
- O=C(/C(=C/c1cccnc1)n1ccnc1)c1ccc(Cl)cc1Cl
→ 0, 4, 6, 0.0, 4, 3, -4, 4, 1, 2
- O=C(O)CSc1ncnc2sc3c(c12)CCCC3
→ 6, -1, 2, 2.7, 1, 7, 5, -3, 4, 2
- CCNC(=O)CN(c1ccc(OC)c(OC)c1)S(=O)(=O)c1ccccc1
→ 7, 7, 8, 1.6, 2, 5, 2, -2, -3, -5
- CCOC(=O)c1csc(NC(=O)c2ccccc2)n1
→ 1, -1, -2, -0.9, 1, -2, -1, 1, -3, 0
- COc1ccccc1NC(=S)N1CCN(C(=O)c2ccco2)CC1
→ 0, 6, -1, -2.5, 0, -2, 3, 1, 8, 2
- CN(C)C(=O)c1ccc(NC(=O)CSc2nnc(-c3ccc4c(c3)OCO4)o2)cc1
→ -3, 5, 6, -2.1, 2, 1, 6, -7, -5, -9
- N#Cc1ccccc1Sc1ccccc1C(=O)OCC(=O)NC1CCS(=O)(=O)C1 (configuration not stated)
→ 0, 1, -1, -3.2, -3, -5, -1, 4, -1, -3
- Cc1cccc(N2CCN(C(=S)NCCc3ccccc3)CC2)c1C
→ -6, -1, 0, -1.8, -3, 3, 0, 0, 8, 0
- COC[C@@H]1CCCN1[C@@H]1CS(=O)(=O)N[C@H]1COCc1ccccc1
→ 5, ., -5, 1.9, -2, 1, -1, 6, -2, 3
- COc1ccc(S(=O)(=O)NCc2ccncc2)cc1NC(=O)c1ccccc1C
→ -9, -5, -7, 3.3, 2, 10, 16, -3, -5, -1
- CC(=O)c1ccc(OCC(=O)N2CCN(S(=O)(=O)c3ccc(C)cc3C)CC2)cc1
→ -5, 2, 1, -0.9, -1, 4, -3, -2, 1, -7
- Cc1ccc(S(=O)(=O)N2CCN(C(=O)COC(=O)c3c(C)noc3C)CC2)c(C)c1
→ -7, 3, 1, 0.7, 5, 0, 4, -4, 0, -2
- CCc1ccc(-c2nc(CS(=O)CC(=O)NCc3cccnc3)c(C)o2)cc1 (configuration not stated)
→ 5, -6, -1, -1.0, 1, 0, 3, 0, 2, 2
- Cc1ccc(Cn2nnc(C(=O)Nc3cc(C)ccc3C)c2N)cc1
→ -10, -14, -3, -0.4, -1, -1, -1, 1, 1, 1
- CCc1ccc2c(CN3CCN(Cc4ccccc4)CC3)cc(=O)oc2c1
→ 8, -12, -4, 2.9, 1, -1, 2, 1, 5, -6
- O=C(c1ccc(S(=O)(=O)N2CCCC2)cc1)N1CCCCCC1
→ -3, 3, -10, 2.0, 5, 2, 0, -2, 3, -5
- COC(=O)c1ccc(N=Cc2c(-c3ccccc3)[nH][nH]c2=O)cc1
→ -10, -4, 3, -0.9, 0, 5, 6, -1, -8, -1
- Cc1nn(-c2ccccc2)c(Cl)c1C(=O)NCC(C)c1ccccc1 (configuration not stated)
→ -10, -13, 6, -1.3, 1, 1, -2, 1, 130*, -7

Single records, from the list above. Screens in order: ABHD4 inh | HTRA1 inh | NR1D1 modulator | PG9 binder | UHRF1 binding | MBD2 DNA inh | PRMT1 inh | LEDGF integ inh | TCR-CD3 inh | rCAG binder
Entry for `CCn1ccc(C(=O)Nc2ccc(S(=O)(=O)Nc3ccccc3OC)cc2)n1` : -2 | . | -2 | 0.7 | -2 | 0 | 0 | -2 | -11 | 5
Entry for `N#Cc1ccccc1Sc1ccccc1C(=O)OCC(=O)NC1CCS(=O)(=O)C1` (configuration not stated) : 0 | 1 | -1 | -3.2 | -3 | -5 | -1 | 4 | -1 | -3

Only part of the results is shown. The share of hits here may be higher or lower than overall.
